# ULK1 primary – ULK1 kinase inhibitors, primary screen, biochemical, AlphaScreen; AlphaScreen Atg13 phosphorylation by ULK1, luminescence; AID 1259251, 2017; Serine/threonine-protein kinase ULK1 (Homo sapiens), O75385; 30,000 tested, 1.9% active; inhibition, % at 5.96 µM; in the data active means inhibition above about 43%;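 further: 0% = median of compound wells and 100% = no enzyme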
# ASK1 primary – ASK1 kinase inhibitors, primary screen, biochemical, AlphaScreen | Mitogen-activated protein kinase kinase kinase 5 (Homo sapiens), Q99683 | AlphaScreen MKK6 phosphorylation by ASK1, luminescence | inhibition, % at 7.44 µM | 22,000 tested, 0.99% active; in the data active means inhibition above about 35%;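 further: 0% = median of compound wells and 100% = no enzyme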
# Starred values were filed as active, the others as inactive; x = not tested or not shown.
SMILES,ULK1 primary,ASK1 primary
O=C1CCCN1CCCNc1nc(NCCO)c2ncn(CCN3CCCC3=O)c2n1,-2,-6
c1ccc(CNc2nc(N3CCN(c4ccccn4)CC3)nc3c2ncn3-c2ccsc2)cc1,-4,19
OC1CCN(c2cc(-c3ccc(F)cc3)nc(-c3cccnc3)n2)CC1,-19,x
CCCNc1ccnc(Nc2nc3ccccc3n2C)n1,-1,-7
CN(C)c1cccc(Nc2ccc(-n3cc(CC(=O)NCc4cccc(C(F)(F)F)c4)c4ccccc43)nn2)c1,16,25
CC(=O)OCC(=O)[C@@]1(O)[C@H](C)C[C@H]2[C@@H]3CCC4=CC(=O)C=C[C@]4(C)[C@@]3(F)[C@@H](O)C[C@@]21C,9,x
O=C(Nc1ccc(Cc2ccc(NC(=O)C(F)F)c([N+](=O)[O-])c2)cc1[N+](=O)[O-])C(F)F,-38,x
O=C(NC1CCN(Cc2ccccc2)CC1)c1ccnc(Nc2cnccn2)c1,12,-2
O=C(c1ccc(Nc2nccc(-c3ccccc3)n2)cc1)N1CC[C@@H](O)C1,0,-11
O=C(O)c1cccnc1NC1CCCCC1,-16,x
Clc1nc(Nc2ccc3c(c2)OCO3)c2[nH]cnc2n1,10,0
NCCC[C@H](N)CC(=O)N[C@H]1CNC(=O)[C@H]([C@H]2C[C@H](O)NC(N)=N2)NC(=O)/C(=C/NC(N)=O)NC(=O)[C@H](CO)NC(=O)[C@H](CO)NC1=O,0,x
c1ccc(OCCNc2nccc(Nc3ccncn3)n2)cc1,-5,17
COc1cc(NC(=O)c2cc(Nc3cccc(N(C)C)c3)nc3ccccc23)cc(OC)c1OC,4,13
FC(F)(F)c1ccc(Nc2nc(NCc3nc4ccccc4[nH]3)c3[nH]cnc3n2)cc1,1,-5
CN(C)Cc1ccc(CSCCN)o1,-1,x
Cc1cc(NCc2cccc(C(F)(F)F)c2)nc(NC2CCN(Cc3ccccc3)CC2)n1,-4,-2
CN(C)CCC=C1c2ccccc2C=Cc2ccccc21,-20,x
COc1ccc2c(c1)CC(C(=O)Nc1ccc(-c3ccncc3)cc1OCCN1CCN(S(C)(=O)=O)CC1)CO2 (centres undefined),-7,7
Cc1cc(NC2CC2)nc(NCCN2CCOCC2)n1,11,-4
Oc1ccc(CCNc2nc(NC3CCC(O)CC3)nc3c2ncn3C2CCCCC2)cc1 (centres undefined),-4,4
OCCNc1nc(N2CCC(N3CCOCC3)CC2)nc2c1ncn2-c1ccsc1,0,6
c1cnc2ccc(Nc3nc(NCc4nc5ccccc5[nH]4)c4ncn(-c5ccsc5)c4n3)cc2c1,-29,-11
O=S(=O)(c1ccc(C2Nc3c(F)cccc3C3C=CCC32)cc1)N1CCOCC1 (centres undefined),-3,x
COc1cc(CN2CCC(Nc3ccc4[nH]ncc4c3)C2)cc(OC)c1 (centres undefined),8,23
CC(=O)c1cccc(-c2cncc(C(=O)Nc3ccccc3)c2)c1,7,1
CCN(CC)C(=O)C1CCCN(c2cc(C(=O)NCc3cccnc3)ccn2)C1 (centres undefined),4,4
O=C(Cc1ccccc1)Nc1cnn(-c2cccc(C(=O)NC3CCc4ccccc43)c2)c1 (centres undefined),1,7
O=C(NCCc1ccc(O)cc1)c1cccc(-c2csc3ccccc23)n1,-21,10
c1ccc(Oc2ccccc2-c2ccnc(Nc3ccc(-c4ncn[nH]4)cc3)n2)cc1,-40,13
COc1ccc(-c2nc(Nc3ccccc3)c3ncn(-c4ccccc4)c3n2)cc1,-1,-21
CCCNC(=O)c1ccc(-c2cccc(N)c2)s1,19,6
CSc1nc(N2CCCC2)c2cnn(CCN)c2n1,5,x
CC(=O)Nc1ccc(Nc2nc(Cl)nc3c2ncn3-c2ccsc2)cc1,-37,-13
COc1ccc2c(c1)CC(c1nc3ccccc3c(=O)[nH]1)CO2 (centres undefined),2,12
O=C(NCc1cccc(C(F)(F)F)c1)c1cccc(Nc2ccccn2)n1,-3,14
CC(=O)Nc1ccc(-c2cn[nH]c2)cc1OC[C@@H]1CCCN1Cc1ccccc1,-6,-13
O=C(Nc1cc(-c2ccncc2)c[nH]c1=O)C1Cc2ccccc2C1,-8,-2
CCN(CC)c1nc(NCc2cccnc2)nc(Nc2ccc(N3CCOCC3)cc2)n1,4,10
C[C@]12CC[C@@H]3c4ccc(OC(=O)c5ccccc5)cc4CC[C@H]3[C@@H]1CC[C@@H]2O,2,x

# Profiles from above.
# `O=C(NCc1cccc(C(F)(F)F)c1)c1cccc(Nc2ccccn2)n1` as listed: ULK1 primary = -3; ASK1 primary = 14
# `C[C@]12CC[C@@H]3c4ccc(OC(=O)c5ccccc5)cc4CC[C@H]3[C@@H]1CC[C@@H]2O` as listed: ULK1 primary = 2; ASK1 primary = x

# 21 entries from above, with values under each structure:
# Second line of a record: ULK1 primary	ASK1 primary
> Cc1cc(NC2CC2)nc(NCCN2CCOCC2)n1
  11	-4
> Oc1ccc(CCNc2nc(NC3CCC(O)CC3)nc3c2ncn3C2CCCCC2)cc1 (centres undefined)
  -4	4
> OCCNc1nc(N2CCC(N3CCOCC3)CC2)nc2c1ncn2-c1ccsc1
  0	6
> c1cnc2ccc(Nc3nc(NCc4nc5ccccc5[nH]4)c4ncn(-c5ccsc5)c4n3)cc2c1
  -29	-11
> O=S(=O)(c1ccc(C2Nc3c(F)cccc3C3C=CCC32)cc1)N1CCOCC1 (centres undefined)
  -3	x
> COc1cc(CN2CCC(Nc3ccc4[nH]ncc4c3)C2)cc(OC)c1 (centres undefined)
  8	23
> CC(=O)c1cccc(-c2cncc(C(=O)Nc3ccccc3)c2)c1
  7	1
> CCN(CC)C(=O)C1CCCN(c2cc(C(=O)NCc3cccnc3)ccn2)C1 (centres undefined)
  4	4
> O=C(Cc1ccccc1)Nc1cnn(-c2cccc(C(=O)NC3CCc4ccccc43)c2)c1 (centres undefined)
  1	7
> O=C(NCCc1ccc(O)cc1)c1cccc(-c2csc3ccccc23)n1
  -21	10
> c1ccc(Oc2ccccc2-c2ccnc(Nc3ccc(-c4ncn[nH]4)cc3)n2)cc1
  -40	13
> COc1ccc(-c2nc(Nc3ccccc3)c3ncn(-c4ccccc4)c3n2)cc1
  -1	-21
> CCCNC(=O)c1ccc(-c2cccc(N)c2)s1
  19	6
> CSc1nc(N2CCCC2)c2cnn(CCN)c2n1
  5	x
> CC(=O)Nc1ccc(Nc2nc(Cl)nc3c2ncn3-c2ccsc2)cc1
  -37	-13
> COc1ccc2c(c1)CC(c1nc3ccccc3c(=O)[nH]1)CO2 (centres undefined)
  2	12
> O=C(NCc1cccc(C(F)(F)F)c1)c1cccc(Nc2ccccn2)n1
  -3	14
> CC(=O)Nc1ccc(-c2cn[nH]c2)cc1OC[C@@H]1CCCN1Cc1ccccc1
  -6	-13
> O=C(Nc1cc(-c2ccncc2)c[nH]c1=O)C1Cc2ccccc2C1
  -8	-2
> CCN(CC)c1nc(NCc2cccnc2)nc(Nc2ccc(N3CCOCC3)cc2)n1
  4	10
> C[C@]12CC[C@@H]3c4ccc(OC(=O)c5ccccc5)cc4CC[C@H]3[C@@H]1CC[C@@H]2O
  2	x

# (further entries)
SMILES,ULK1 primary,ASK1 primary
NCC(=O)N1CCN(c2ccc3[nH]ncc3c2)CC1,2,18
c1cn(Cc2ccc(Nc3nccc(-c4cncc(N5CCOCC5)c4)n3)cc2)cn1,60*,-4
c1cc(Nc2nccc(NC3CC3)n2)ncn1,7,-8
CCCNc1nc(Nc2ccc3ncccc3c2)nc2c1ncn2-c1ccsc1,-7,12
O=C(NCc1c(-c2ccccc2)nc2n1CCS2)c1ccc(I)cc1,3,x
CCN1C(=O)C(C)(C)COc2ccc(NC(=O)CC(C)(C)C)cc21,0,x
O=C1NC(c2cc3c(cc2Cl)OCO3)Nc2ccccc21 (centres undefined),-4,x
O=C(NCc1cccc(C(F)(F)F)c1)c1cc(N2CCN(Cc3ccc4c(c3)OCO4)CC2)nc2ccccc12,-9,1
Fc1ccc(-n2ncc3c(Oc4ccc(Cl)cc4)ncnc32)cc1,6,x
CN(C)CCCN1c2ccccc2Sc2ccc(Cl)cc21,2,x
N#Cc1cc(-c2ccncc2)ccc1NC(=O)C1COc2ccccc2O1 (centres undefined),5,-6
CC(=O)Nc1ccc(NC(=O)Cc2cn(-c3ccc(N4CCc5ccccc5C4)nn3)c3ccccc23)cc1,16,29
Cc1cccc(C)c1N(CC(=O)Nc1c(C)n(C)n(-c2ccccc2)c1=O)S(C)(=O)=O,-11,x
CN(C)c1cccc(Nc2nc(NC3CCN(Cc4ccccc4)CC3)c3[nH]cnc3n2)c1,15,28
CC(C)COc1ccccc1C(=O)NC(CO)C(=O)O (centres undefined),2,x
Cc1nn(C)c(C)c1-c1nc(NCCCN2CCCC2=O)c2ncn(Cc3ccc(C(F)(F)F)cc3)c2n1,-46,14
COc1cc2nc(Nc3nccc4ccccc34)nc(NC3CC3)c2cc1OC,12,9
CC(=O)Nc1ccc(Nc2cc(-c3ccc(C(=O)NC4CC4)cc3)ncn2)cc1,26,5
CCC(C(=O)Nc1cc(C)nn1-c1nc2c(c(=O)[nH]1)CCC2)c1ccccc1 (centres undefined),10,x
O=C(Nc1ccccc1)c1cnc(Nc2ccc(C(F)(F)F)cc2)s1,-50,-4
Oc1ccc(CCNc2nc(N3CCN(Cc4ccc5c(c4)OCO5)CC3)nc3nc[nH]c23)cc1,-10,19
C/C(CC(=O)NCc1ccco1)=N\NC(=O)c1ccc(C(C)(C)C)cc1,4,x
c1ccc(Oc2ccc(Nc3nc(-c4csc5ccccc45)nc4nc[nH]c34)cc2)cc1,-33,9
Cc1cnc(N2CCc3ccccc3C2)nc1NCCN(C(C)C)C(C)C,8,-17
Fc1cnc(Nc2ccc(-n3cnc(N4CCOCC4)n3)cc2)nc1-c1cccc(N2CCOCC2)c1,6,-83
c1ccc(CNc2nc(Nc3cnccn3)nc3nc[nH]c23)cc1,6,2
c1cncc(-c2cc(NCc3ccco3)nc(-c3cccnc3)n2)c1,33,x
Cc1cc(C)c(NC(=O)C[C@H](CC(=O)O)c2cccc3ccccc23)c(C(=O)N2CCC3(CCCC3)CC2)c1,2,x
Cc1nn(C)c(C)c1-c1nc(NCc2ccccc2)c2[nH]cnc2n1,2,4
Cc1onc(-c2ccccc2)c1-c1ccc(S(N)(=O)=O)cc1,-9,x
COc1ccc(-c2nc(C)cc(NC3CC3)n2)cn1,-1,0
CC(C)N(CCNC(=O)c1cccc(-c2cccs2)n1)C(C)C,-22,5
COc1cc(CN2CCCC(C(=O)Nc3ccc4[nH]ncc4c3)C2)cc(OC)c1 (centres undefined),12,4
Cn1nccc1Nc1ccc(-n2cc(CC(=O)NC3CCN(Cc4ccccc4)CC3)c3ccccc32)nn1,20,13
O=C(NCCCN1CCCC1=O)c1cnccc1Nc1nc(-c2cc(Br)ccc2F)nc2nccnc12,1,-24
CCNc1nc(NC(C)(C)C)nc(N(CC)C(N)=O)n1,-1,x
C=CCn1c(-c2nc(OC)cc(OC)n2)n[nH]c1=S,11,x
O=C(NCCOc1ccccc1)c1cnc(NC2CCN(Cc3ccccc3)CC2)s1,-10,-10
CCCNC(=O)c1csc(-c2ccc(N3CCN(C)CC3)cc2)n1,8,5
C=CC[N+]1([C@H]2C[C@H]3[C@@H]4CC[C@H]5C[C@H](O)[C@@H](N6CCOCC6)C[C@]5(C)[C@H]4CC[C@]3(C)[C@H]2OC(C)=O)CCCC1,9,x
COc1cc(Nc2ncnc3c2nc(NC2CCN(Cc4ccccc4)CC2)n3C(C)C)cc(OC)c1OC,-4,-9
COc1ccc(-c2ncc(C(=O)Nc3ccccc3)s2)cc1,2,12
COc1nc(Nc2ccc(NC(C)=O)cc2)nc(-c2cccc(C(C)=O)c2)n1,3,1
CC(=O)c1cccc(-c2nc(C)cc(NCCN(C(C)C)C(C)C)n2)c1,9,2
COc1cc(Nc2ccc(N3CCC(C(=O)NCCCN4CCCC4=O)CC3)nn2)cc(OC)c1OC,7,9
O=C(NCCc1ccc(O)cc1)c1csc(N2CCN(c3ccccn3)CC2)n1,2,-4
COc1ccc(CCNC(=O)c2cnc(-c3cccc(C(C)=O)c3)s2)cc1,-15,9
O=C(Cc1cn(-c2ccc(NC3CCN(Cc4ccccc4)CC3)nn2)c2ccccc12)NCCN1CCOCC1,-2,4
Nc1nc(NC2CC2)cc(N2CCC(N3CCOCC3)CC2)n1,-1,-1
Cc1nc(Nc2cc(Nc3ccccn3)c(C(F)(F)F)cn2)cc(-c2cncnc2)n1,32,22
O=C(NCc1cccc(C(F)(F)F)c1)c1ccc2nc(Nc3ccncc3)sc2c1,-10,-13
c1cc(N2CCOCC2)ccc1Nc1nc(N2CCOCC2)nc2c1ncn2C1CCCCC1,33,-1
COc1ccc(-c2nc(NCc3ccccc3)c3ncn(Cc4ccc(C(F)(F)F)cc4)c3n2)cn1,-19,2
COc1cccc(CNC(=O)c2cn3cc(-c4cn[nH]c4)ccc3n2)c1,4,-19
COc1ccc(C)cc1NC(=O)Nc1ccnn1-c1cccc(C(=O)Nc2ccc(N3CCOCC3)cc2)c1,2,15
O=C(O)/C=C/C(=O)Nc1ccc(C(=O)c2ccccc2)cc1,4,x
Cc1cc(NCc2cccc(C(F)(F)F)c2)nc(-c2ccc(C(N)=O)cc2)n1,-28,-7
CCCNC(=O)c1ccc2nc(Nc3nc4ccccc4n3C)sc2c1,-18,-2
COc1ccc(CCN2CCC(Nc3nc4ccccc4n3Cc3ccc(F)cc3)CC2)cc1,-6,x
CCN(CC)C(=O)C1CCCN(c2nc(C)cc(Nc3cc(OC)c(OC)c(OC)c3)n2)C1 (centres undefined),-3,5

# The listing continues:
SMILES,ULK1 primary,ASK1 primary
COc1cc2nc(NCc3ccc4c(c3)OCO4)nc(NCCCN3CCCC3=O)c2cc1OC,7,7
Fc1cc(-c2ccnc(Nc3ccc(-n4cnc(C(F)(F)F)n4)cc3)n2)cc(N2CCNCC2)c1,14,20
Cc1ccc(/C=C2/C(=O)NN(c3ccc(Br)cc3)C2=O)cc1,7,x
COc1cc(Nc2cc(Nc3ccc(C(F)(F)F)cc3)nc(N)n2)cc(OC)c1OC,6,-5
